CHT block – inhibits the human high affinity choline transporter; CHT-expressing cells, membrane potential dye, choline response; stronger effect = lower value; B-score at 10 µM; 310,000 compounds, 0.86% hits; Q9GZV3;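 active = B-score over 3 SD under the library average, and starting fluorescence ratio not unusually high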;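 also: choline stimulus applied at its EC90 after an EC20 pre-addition; B-score computed on integrated fluorescence ratio after choline addition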
Target sequence (Q9GZV3 whole entry, looked up): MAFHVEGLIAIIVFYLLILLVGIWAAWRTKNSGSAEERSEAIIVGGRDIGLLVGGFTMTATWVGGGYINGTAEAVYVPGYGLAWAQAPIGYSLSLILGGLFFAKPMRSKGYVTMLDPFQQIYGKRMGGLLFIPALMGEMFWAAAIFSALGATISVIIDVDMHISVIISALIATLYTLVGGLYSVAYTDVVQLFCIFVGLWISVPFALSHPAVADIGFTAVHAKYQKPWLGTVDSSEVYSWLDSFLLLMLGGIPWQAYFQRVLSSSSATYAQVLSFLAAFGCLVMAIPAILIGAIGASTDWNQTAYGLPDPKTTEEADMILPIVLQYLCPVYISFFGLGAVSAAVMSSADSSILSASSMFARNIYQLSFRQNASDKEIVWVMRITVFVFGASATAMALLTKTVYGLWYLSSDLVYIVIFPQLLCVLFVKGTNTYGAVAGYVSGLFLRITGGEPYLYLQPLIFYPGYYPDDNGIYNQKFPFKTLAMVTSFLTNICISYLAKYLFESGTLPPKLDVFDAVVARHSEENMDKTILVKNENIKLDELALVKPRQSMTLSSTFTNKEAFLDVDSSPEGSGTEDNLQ
CHT PAM – allosterically activates the human high affinity choline transporter; Q9GZV3; CHT-expressing cells, membrane potential dye, choline EC20; stronger effect = higher value; LV-AA mutant CHT in HEK293 cells; B-score at 10 µM; 310,000 compounds, 0.49% hits; AID 488977;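 active = initial fluorescence not abnormally high and integrated response B-score, plate-corrected, over 3 SD above library mean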
Calls only; i = inactive.

SMILES | CHT block | CHT PAM
CC(=O)N1c2c(cc(Br)cc2S(=O)(=O)N2CCN(c3ccccc3F)CC2)CC1C (stereo not given) | i | i
Cc1ccc(N(C(C)C(=O)Nc2ccc3c(c2)OCO3)S(C)(=O)=O)cc1 (stereo not given) | i | i
Cc1c(Cl)ccc2c(C(=O)Nc3cc(C(C)(C)C)on3)cc(-c3ccccn3)nc12 | i | i
Cc1ccc(NC(=O)CN2C(=O)S/C(=C/c3ccncc3)C2=O)cc1 | i | i
CS(=O)(=O)N1CCN(c2nc3ccccc3s2)CC1 | i | i
CCN(CC)CCNC(=O)C1CCN(S(=O)(=O)c2c(C)noc2/C=C/c2ccccc2F)CC1 | i | i
CCN1CCCC1CN(Cc1cc2c(C)cc(C)cc2[nH]c1=O)C(=O)NC1CCCCC1 (stereo not given) | i | i
Cc1ccc(S(=O)(=O)CCC(=O)Nc2ccc3nc(C)sc3c2)cc1 | i | i
Cc1ccccc1N1C(=O)C(Cl)=C(N2CCOCC2)C1=O | i | i
COc1ccc(-c2nnc(-c3cc4c(ccc5ccccc54)oc3=O)o2)cc1 | i | i
CC1CCCCN1C(C(=O)O)c1ccccc1 (stereo not given) | i | i
COc1ccc(CC(=O)NCc2ccccc2)cc1OC | i | i
Cc1cc(CNC(=O)c2cc(-c3ccccc3)nc3ccccc23)nn1C | i | i
Cc1cc(C)nc(SSc2nc(C)cc(C)n2)n1 | i | i
COc1cc(C(=O)OCc2ccc([N+](=O)[O-])cc2)cc(OC)c1OC | i | i
COc1cccc(NC(=O)Cn2c(=O)c3c(ncn3Cc3ccccc3)n(Cc3ccccc3)c2=O)c1 | i | i
CC(=O)N1N=C(c2ccncc2)OC12CCCCCC2 | i | i
CC(=O)N1CCN(S(=O)(=O)c2cccc(C(=O)Nc3ccc(C)cn3)c2)CC1 | i | i
COc1cc(C2C(Oc3ccccc3C)C(=O)N2Cc2ccc(F)cc2)cc(OC)c1OC (stereo not given) | i | i
Cc1ccc(CONC(=O)/N=C/N(C)C)cc1 | i | i
Cc1cn(C2C=CC(CO)O2)c(=O)[nH]c1=O (stereo not given) | i | i
C/C(=N/NC(=O)CNC(=O)C1COc2ccccc2O1)c1cccc(O)c1 (stereo not given) | i | i
Cc1cc(C)cc(NC(=O)CSc2nccn2Cc2ccco2)c1 | i | i
NC(=O)c1ccc[n+](CC(=O)OCCC23CC4CC(CC(C4)C2)C3)c1 | i | i
O=C(CSc1nc(=O)n2ccccc2n1)N1CCCc2ccccc21 | i | i
The listing continues.
SMILES | CHT block | CHT PAM
Cc1cc(Br)c(NC(=O)COn2nnc3ccc(S(C)(=O)=O)cc32)c(Br)c1 | i | i
CN(CC(=O)Nc1cccc2c1CCCC2)S(=O)(=O)c1ccc(Cl)cc1 | i | i
Cc1nn2c(=O)c(NC(=O)c3ccc(Cl)cc3)cnc2s1 | i | i
CC(NC(=O)C(C(=O)c1cccc([N+](=O)[O-])c1)n1cc(Cl)ccc1=O)c1ccccc1 (stereo not given) | i | i
COc1ccc(CNC(=O)COC(=O)CC2CC3CCC2C3)cc1OC (stereo not given) | i | i
O=C(Nc1nnc(CCc2ccccc2)s1)c1ccccc1 | i | i
COc1cccc(/C(C)=N/NS(=O)(=O)c2ccc(Cl)cc2)c1 | i | i
CCN(CC(=O)N1CCN(C)CC1)S(=O)(=O)c1ccc(Cl)cc1 | i | i
O=C1c2cc(S(=O)(=O)NCCCO)ccc2-c2ccc(S(=O)(=O)NCCCO)cc21 | i | i
O=C(NCCO)c1cc2c([nH]c3ccccc32)c(-c2ccc(F)cc2)n1 | i | i
COc1ccccc1NC(=O)COC(=O)c1ccc([N+](=O)[O-])s1 | i | i
CCOC(=O)CSc1nc(C)[nH]c1[N+](=O)[O-] | i | i
CCCN(Cc1nnc(-c2ccccc2Cl)o1)C(=O)c1cc(S(=O)(=O)N2CCOCC2)ccc1F | i | i
O=C(COC(=O)c1c2c(nc3ccccc13)CCCC2)Nc1ccc2c(c1)OCO2 | i | i
Cn1cc(C(=O)c2ccccc2)cc1-c1nc2ccccc2n1C | i | i
Cc1cccc(C(=O)OCC(=O)NC(=O)c2ccccc2)c1O | i | i
COc1ccc(C(C(=O)NC2CCCC2)N(Cc2cccs2)C(=O)c2ccn[nH]2)cc1OC (stereo not given) | i | i
CCN(C(=O)Nc1ccccc1OC)c1c(N)n(Cc2ccccc2)c(=O)[nH]c1=O | i | i
C=CCON/C(CCC)=C1\C(=O)CC(C)(C)CC1=NC | i | i
CCOc1ccc(CNC(=O)CN2C(=O)CSc3ccc(S(=O)(=O)N4CCOCC4)cc32)cc1OC | i | i
O=C(c1ccco1)N1CCN(C(=S)NCc2ccc(F)cc2)CC1 | i | i
Nc1c(-c2ccccc2)cnc2ncnn12 | i | i
CCCNC(=O)c1cnc(-c2ccccc2)nc1-c1ccccc1 | i | i
CCN1CCN(c2ccc(N3CCN(C(=O)c4ccc(Br)o4)CC3)nn2)CC1 | i | i
CCN(CCNC(=O)C1CCCN(c2ncnc3c2nc2n3CCCCC2)C1)Cc1ccccc1 (stereo not given) | i | i

Record cards, as listed above:
O=C1c2cc(S(=O)(=O)NCCCO)ccc2-c2ccc(S(=O)(=O)NCCCO)cc21 as listed: CHT block: i; CHT PAM: i
CCCNC(=O)c1cnc(-c2ccccc2)nc1-c1ccccc1 as listed: CHT block: i; CHT PAM: i
CN(CC(=O)Nc1cccc2c1CCCC2)S(=O)(=O)c1ccc(Cl)cc1 as listed: CHT block: i; CHT PAM: i

The list goes on:
SMILES | CHT block | CHT PAM
N#Cc1cc(NC2CCCC2)c([N+](=O)[O-])cc1C#N | i | i
OC(CNCc1ccc2c(c1)OCO2)COc1ccccc1 (stereo not given) | i | i
Cc1ccc(NC(=O)c2cc(=O)[nH]c3ccc(S(=O)(=O)N4CCOCC4)cc23)nc1 | i | i
COc1cc(C(=O)NCCOc2ccccc2C)cc(OC)c1OC | i | i
CC12CN3CC(C)(CN(C1)C3c1ccccc1)C2O (stereo not given) | i | i
COc1ccc(S(=O)(=O)Nc2cc(Cl)ccc2OC)cc1 | i | i
COc1ccc2nc(/N=C(\N)NC(=O)N3c4ccccc4Sc4ccccc43)nc(C)c2c1 | i | i
COc1ccccc1NS(=O)(=O)c1ccc(C(=O)OCC(=O)NCc2ccco2)cc1 | i | i
COC(C(=O)Nc1ccnn1C1CCN(C(=O)c2ccc(C)cc2)CC1)c1ccccc1 (stereo not given) | i | i
COc1ccccc1C(=O)Nc1nnc(S(=O)(=O)N2CCOCC2)s1 | i | i
CCOc1ccc(NC(=O)C2CCN(S(=O)(=O)c3ccc4c(c3)N(C(C)=O)CCO4)CC2)cc1 | i | i
O=C(NCc1nnc(SC/C=C/c2ccccc2)o1)c1ccco1 | i | i
COCCn1c(=NC(=O)CSCC(=O)Nc2cc(C)on2)sc2cc(C(=O)OC)ccc21 | i | i
CCOC(=O)N1CCN(C(=O)C2CCN(S(=O)(=O)c3ccc(F)cc3)CC2)CC1 | i | i
COC(=O)c1cccc(S(=O)(=O)N2CCCCC2)c1 | i | i
O=C(CSc1nnc2n(C3CCCCC3)c(=O)c3ccccc3n12)OC1CCCCC1 | i | i
Cn1c(=O)[nH]c(=O)c2c1nc(N1CCCC1)n2CCCSc1nnnn1-c1ccccc1 | i | i
COc1ccc(S(=O)(=O)N2CCCCC2)cc1NC(=O)c1ccco1 | i | i
Cc1ccc(S(=O)(=O)N(C)CC(=O)OCC(=O)N2CCN(c3ccccc3)CC2)cc1 | i | i
COc1ccc(S(=O)(=O)N2CCN(C(=O)c3cccnc3)CC2)cc1OC | i | i
Nc1nonc1-n1nnc(C(=O)N/N=C/c2ccncc2)c1-c1cccs1 | i | i
COc1ccc(NC(=O)CSc2nccn2-c2ccccc2)c(OC)c1 | i | i
CCOC(=O)c1c(S(=O)(=O)NCC(=O)Nc2ccccc2)c(C)n(C)c1C | i | i
O=C1COc2ccc(C(=O)COC(=O)c3ccccc3[N+](=O)[O-])cc2N1 | i | i
CC1CN(C(=O)CS(=O)(=O)Cc2ccccc2)CC(C)O1 (stereo not given) | i | i
Next records follow.
SMILES | CHT block | CHT PAM
O=C(O)C1CCC(CNS(=O)(=O)c2ccc(Br)cc2)CC1 (stereo not given) | i | i
CCOc1ccc(C2=CSC3=NCCN23)cc1Cl | i | i
O=C(NC1CCCC1)C(c1cccnc1)N(Cc1ccccc1)C(=O)c1csnn1 (stereo not given) | i | i
CS(=O)(=O)Nc1ccc(C(=O)Nc2ccccc2-c2ccccc2)cc1 | i | i
CC(C)c1ccc(C(=O)NC2=NCCS2)cc1 | i | i
CCCCN(C)CCCNC(=O)Cn1c(=O)sc2ccccc21 | i | i
COCC(=O)Nc1c(I)c(C(=O)NCC(O)CO)c(I)c(C(=O)N(C)CC(O)CO)c1I (stereo not given) | i | i
CCOC(=O)c1c(N)sc(C(O)(C(F)(F)F)C(F)(F)F)c1-c1ccccc1 | i | i
O=C(CCNS(=O)(=O)c1cccs1)NC1CCN(Cc2ccccc2)CC1 | i | i
Cc1ccc(C)c(NC(=O)COC(=O)c2cccc3c2C(=O)c2ccccc2C3=O)c1 | i | i
CCOc1ccc(-n2c(=O)c3sccc3n(Cc3cccc([N+](=O)[O-])c3)c2=O)cc1 | i | i
CCOC(=O)N1CCN(C(=O)c2ccc(CNS(=O)(=O)c3ccc(OC)cc3)cc2)CC1 | i | i
COCCCN(CC(=O)O)S(=O)(=O)c1ccccc1 | i | i
Cc1ccc(-n2c(SCC(=O)NCc3ccco3)nc3sc4c(c3c2=O)CC(C)(C)SC4)cc1 | i | i
O=C(COC(=O)c1cc([N+](=O)[O-])ccc1N1CCOCC1)NCc1ccc(F)cc1 | i | i
CSc1ccccc1C(=O)N1CCC(CCC(=O)NCc2ccc(F)cc2)CC1 | i | i
COc1ccc(C(=O)N/N=C(\C)Cn2nc([N+](=O)[O-])cc2C)cc1 | i | i
O=C(Nc1ccccc1Cc1ccccc1)c1oc2ccccc2c1COc1ccccc1 | i | i
CC1CC(Nc2ccccc2)c2ccccc2N1C(=O)c1ccccc1F (stereo not given) | i | i
CCCCOc1ccc(C(C)NC(=O)CCS(=O)(=O)Cc2ccccc2Cl)cc1 (stereo not given) | i | i
CN(C)c1cc[n+](CC(=O)c2ccc(OC(F)F)cc2)cc1 | i | i
Cc1occc1-c1nc(-c2ccncc2)no1 | i | i
CCCC(c1nnnn1CC1CCCO1)N1CCN(c2ccccc2)CC1 (stereo not given) | i | i
CCCCNC(=O)[C@H](Cc1c[nH]c2ccccc12)NC(=O)c1ccccc1Cl | i | i
CCC(C)(C)n1nnnc1C(c1cc(OC)ccc1OC)N1CCC(C(N)=O)CC1 (stereo not given) | i | i

Among those listed so far, 9 have a nitro group on carbon.
SMILES | CHT block | CHT PAM
COc1cc(C(=O)OCc2ccc([N+](=O)[O-])cc2)cc(OC)c1OC | i | i
CC(NC(=O)C(C(=O)c1cccc([N+](=O)[O-])c1)n1cc(Cl)ccc1=O)c1ccccc1 (stereo not given) | i | i
COc1ccccc1NC(=O)COC(=O)c1ccc([N+](=O)[O-])s1 | i | i
CCOC(=O)CSc1nc(C)[nH]c1[N+](=O)[O-] | i | i
N#Cc1cc(NC2CCCC2)c([N+](=O)[O-])cc1C#N | i | i
O=C1COc2ccc(C(=O)COC(=O)c3ccccc3[N+](=O)[O-])cc2N1 | i | i
CCOc1ccc(-n2c(=O)c3sccc3n(Cc3cccc([N+](=O)[O-])c3)c2=O)cc1 | i | i
O=C(COC(=O)c1cc([N+](=O)[O-])ccc1N1CCOCC1)NCc1ccc(F)cc1 | i | i
COc1ccc(C(=O)N/N=C(\C)Cn2nc([N+](=O)[O-])cc2C)cc1 | i | i

More records follow:
SMILES | CHT block | CHT PAM
COc1ccc(NC(=O)CN(C)C(=O)CCNC(=O)c2ccccc2OC)cc1 | i | i
CCOC(=O)N1CCC(NC(=O)c2cnn3c2NC(c2ccco2)CC3C(F)(F)F)CC1 (stereo not given) | i | i
CC1CCC2(CC1)NC(=O)N(CC(=O)NC1(C#N)CCCCC1)C2=O (stereo not given) | i | i
CC1CC(C)CN(C(=O)COC(=O)C2CCN(S(=O)(=O)c3ccc4c(c3)OCCO4)CC2)C1 (stereo not given) | i | i
COCC(COS(N)(=O)=O)C(C)C (stereo not given) | i | i
O=C(NC(=S)Nc1ccc(NC(=O)c2ccco2)cc1)c1ccccc1 | i | i
O=C(NC1CC1)C(Cl)c1ccccc1 (stereo not given) | i | i
CCN1CCN(CC(=O)N/N=C/c2cc(Br)cs2)CC1 | i | i
CCn1c(-c2cccn(Cc3ccccc3)c2=O)n[nH]c1=S | i | i
COCCCNC(=S)Nc1cc(C)c(C)cc1C | i | i
COc1ccc(NC(=O)NC2CCCCC2C)cc1 (stereo not given) | i | i
Cc1ccccc1Cn1cc(NC(=O)c2cc(C3CC3)on2)cn1 | i | i
CCC(OC(=O)C1=Cc2ccccc2OC1)C(=O)NCc1ccco1 (stereo not given) | i | i
CCc1ccc(/C=C/c2c[nH]c3ccccc23)[n+](CC)c1 | i | i
O=C(NNC1CC(=O)N(c2ccc(Br)cc2)C1=O)c1ccccn1 (stereo not given) | i | i
Cc1nc(C(=O)O)nn1-c1ccc([N+](=O)[O-])cc1 | i | i
COc1ccc(OCCN2CCN(C(=O)c3ccc(OC)cc3)CC2)cc1 | i | i
CCN(CC)c1ccc(NC(=O)CSc2ccsc2[N+](=O)[O-])c(C)c1 | i | i
CC1CCCN(S(=O)(=O)c2ccc(CN3C(=O)c4cccnc4C3=O)cc2)C1 (stereo not given) | i | i
COc1ccc(S(=O)(=O)Nc2ccc(F)cc2)cc1N(C)S(=O)(=O)c1ccc(Cl)cc1 | i | i
O=C(/C=C/c1ccccc1)NC1CCSC1=O (stereo not given) | i | i
Cn1c(C(=O)Nc2ccc3c(c2)OCO3)cc2c(=O)n(C)c3ccccc3c21 | i | i
CCOc1ccc(NN=C(C(=O)OC)C(=O)OC)c([N+](=O)[O-])c1 | i | i
